Screening results deposited in PubChem BioAssay by several laboratories.
BoNT A protease – BoNT/A light chain protease inhibitors, primary screen, biochemical, flow cytometry, MLPCN library. multiplex microsphere protease substrate cleavage. inhibition, % at 10 µM. Botulinum neurotoxin type A light chain protease (Clostridium botulinum A str. ATCC 3502). 360,000 tested, 0.17% active; note: plate controls were buffer without enzyme for full effect and enzyme alone for no effect
Anthrax LF prot – Bacillus anthracis LF protease inhibitors, primary screen, biochemical, multiplex microsphere, MLPCN library | inhibition, % at 10 µM | Lethal factor (Bacillus anthracis), P15917 | multiplex microsphere protease cleavage assay | AID 588501, 2011 | 360,000 tested, 0.12% active; note: plate controls were buffer without enzyme for full effect and enzyme alone for no effect
Target sequence (P15917 whole entry, looked up): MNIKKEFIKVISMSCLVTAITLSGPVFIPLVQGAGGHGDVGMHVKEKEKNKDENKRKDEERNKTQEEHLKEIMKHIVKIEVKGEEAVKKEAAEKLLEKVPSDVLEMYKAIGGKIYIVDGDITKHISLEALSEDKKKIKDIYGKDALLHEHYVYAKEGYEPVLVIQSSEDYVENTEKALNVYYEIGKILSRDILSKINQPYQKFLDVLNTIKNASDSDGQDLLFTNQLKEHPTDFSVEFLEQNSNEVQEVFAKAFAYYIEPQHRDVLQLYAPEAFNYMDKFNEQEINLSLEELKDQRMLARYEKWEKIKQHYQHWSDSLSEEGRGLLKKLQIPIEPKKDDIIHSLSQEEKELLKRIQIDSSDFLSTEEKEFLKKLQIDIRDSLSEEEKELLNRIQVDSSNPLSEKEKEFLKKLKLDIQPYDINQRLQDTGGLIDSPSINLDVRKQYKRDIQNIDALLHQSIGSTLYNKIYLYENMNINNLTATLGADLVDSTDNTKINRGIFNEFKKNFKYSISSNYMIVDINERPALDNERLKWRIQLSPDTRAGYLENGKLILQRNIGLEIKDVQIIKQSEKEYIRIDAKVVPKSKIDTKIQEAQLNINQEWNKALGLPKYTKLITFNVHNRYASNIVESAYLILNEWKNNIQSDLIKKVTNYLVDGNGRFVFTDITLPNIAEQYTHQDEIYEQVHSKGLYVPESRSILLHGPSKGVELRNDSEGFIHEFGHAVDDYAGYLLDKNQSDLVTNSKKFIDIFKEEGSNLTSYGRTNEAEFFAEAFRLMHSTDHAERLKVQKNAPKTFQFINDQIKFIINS
Vc quorum ag – inducers of Vibrio cholerae quorum light production without autoinducers, primary screen, BH1578 luxS cqsA deficient, single point; V. cholerae BH1578 lux reporter, luminescence, 6 h; activation, % at 18.7 µM; 350,000 tested, 0.16% active; AID 588436, 2011; in the data active = activation mostly above about 9.7%, no sharp cut-off; inconclusive = no clear call, values can overlap the other calls; inactive = mostly below about 3.7%; note: not every result past the cut was called active; inactives centre near 0; reference of the scale not given here
PfHsp40 rescue – rescue of yeast from PfHsp40 toxicity, primary screen, S. cerevisiae, ATP luminescence; S. cerevisiae expressing PfHsp40, growth rescue; growth rescue, % at 12.5 µM; 340,000 tested, 0.68% active; in the data active = growth rescue above about 28%, passing the limit was not always enough; inconclusive = no clear call, values can overlap the other calls;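 note: yeast W303a lacking pdr1 and pdr3 grown in galactose medium; growth measured after three days at 30 °C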
CCHF vOTU inh – CCHFV vOTU protease inhibitors, primary screen, biochemical, Pep-AMC substrate, fluorescence. Crimean-Congo hemorrhagic fever virus L polyprotein viral ovarian tumor (vOTU) protease …. inhibition, % at 11.5 µM. 370,000 tested, 0.55% active; in the data active = inhibition above about 30%; note: 0% = vehicle wells with enzyme and 100% = no enzyme wells
TcdB inh – TcdB glycohydrolase inhibitors, primary screen, biochemical, single point, plate reader; Toxin B (Clostridioides difficile), P18177; TcdB glycohydrolase enzymatic assay; inhibition, % at 9.99 µM; 350,000 tested, 0.24% active; AID 652162, 2013; in the data active = inhibition above about 10%
SSB-PriA inh – inhibitors of Klebsiella pneumoniae PriA binding to SSB C-terminal tail, primary screen, biochemical, AlphaScreen | AlphaScreen SSBct-PriA binding, biotinylated peptide | inhibition, % at 33 µM | 430,000 tested, 0.6% active | AID 1272365, 2023; in the data active = inhibition mostly above about 37%, no sharp cut-off; inactive = mostly below about 20%;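 note: plate controls were negative control peptide for no effect and reference peptide for full effect; strong numbers were not always called active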
Y pestis TopoI – Yersinia pestis topoisomerase I inhibitors, primary screen, biochemical, cleavage product accumulation, plate reader, single point; Y. pestis Topo-I cleavage product accumulation; activity, % at 10 µM; AID 504884, 2011; 360,000 tested, 0.064% active; DNA topoisomerase I (Yersinia pestis CO92); in the data active = activity above about 50%, passing the limit was not always enough; inconclusive = no clear call, values can overlap the other calls; note: inactives centre near 2
SARS 3CLpro inh – SARS-CoV 3CLpro protease inhibitors, primary screen, biochemical, quenched FRET; 290,000 tested, 0.14% active; recombinant SARS-CoV 3CLpro, quenched FRET peptide cleavage; inhibition, % at 6 µM; in the data active = inhibition above about 12%
VHR inh abs – VHR1 phosphatase inhibitors, primary screen, biochemical, absorbance, uHTS | inhibition, % at 13.3 µM | 290,000 tested, 0.52% active | recombinant VHR phosphatase, pNPP absorbance | AID 1654, 2009 | Dual specificity protein phosphatase 3 (Homo sapiens), P51452; in the data active = inhibition above about 50%; note: some compounds called inactive have numbers as strong as hits
Target sequence (P51452 whole entry, looked up): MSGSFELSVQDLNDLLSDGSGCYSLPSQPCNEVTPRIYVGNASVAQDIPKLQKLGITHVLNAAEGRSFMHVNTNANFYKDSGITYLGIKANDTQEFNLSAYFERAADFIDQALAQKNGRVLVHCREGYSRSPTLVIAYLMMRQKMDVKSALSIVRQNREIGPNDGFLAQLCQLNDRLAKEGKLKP
Active calls of the source: *; i = inactive; ? = inconclusive; nt = no result given; & = joins results of further samples. Cut-off read from the data, not from the text of the source, unless noted: active = inhibition above about 30%; inconclusive = no clear call, values can overlap the other calls; inactive = below that. Only part of the results is shown (hit frequency here may not be typical).

SMILES | BoNT A protease | Anthrax LF prot | Vc quorum ag | PfHsp40 rescue | CCHF vOTU inh | TcdB inh | SSB-PriA inh | Y pestis TopoI | SARS 3CLpro inh | VHR inh abs
O=C(O)CN(C1CCCCC1)S(=O)(=O)c1ccc(F)cc1 | -2.6 | -7 | i | -1.9 | 14 | 3.0 | -2 | -2 | 4 | 7
Cc1ccc(OCCC(=O)Nc2ccccc2C(=O)NC2CC2)cc1 | 5.6 | 1 | 0.8 | 0.1 | 2 | 0.8 | -12 | -6 | -2 | 2
COC(=O)Cn1c(C(=O)N2CCCC2)cc2c1C[C@H]1CN(C(=O)c3ccccc3)[C@@](Cc3ccc(OC)cc3)(C(=O)OC)[C@@H]21 | 0.8 | -2 | nt | nt | 7 | -0.1 | nt | nt | nt | nt
Nc1cc(N)nc(SCC(=O)Nc2ccccc2N2CCOCC2)n1 | -0.3 | 2 | i | -0.1 | 2 | 1.3 | 7 | -8 | 2 | 19
Cc1cccc(/C=N\NC(=O)c2ccccc2-n2cccc2)c1 | -0.3 | -4 | -0.2 | 0.9 | 1 | -1.5 | nt | 6 | -3 | 9
C[C@@H]1CN([C@@H](C)CO)C(=O)CCCn2nncc2CO[C@@H]1CN(C)C(=O)Nc1ccccc1 | -0.3 | -4 | -0.4 | nt | 1 | -4.2&0.4 | nt | -8 | nt | nt
CCC1c2ccc(C)n2CCN1C(=O)Nc1ccccc1C(=O)OC (stereo not given) | -0.4 | 0 | i | -1.1 | -13 | nt | -3 | 18 | 2 | 6
CC(C)CN(CCCNC(=O)CN1C(=O)COc2ccc(S(=O)(=O)N3CCCC3)cc21)CC(C)C | 0.3 | -5 | i | -0.6 | -4 | 1.9 | -8 | 6 | 0 | -11
CCOC(=O)CCCCC(=O)c1[nH]c(=O)[nH]c1CSc1nc(-c2ccccc2)c(C#N)c(=O)[nH]1 | 3.7 | -6 | i | 0.9 | 0 | -2.2 | 1 | 10 | 0 | 6
O=S1(=O)CCO[C@H]2Cc3ccccc3[C@H]2N1Cc1cccc(F)c1 | -1.1 | 6 | i | -0.1 | 13 | 2.9 | -11 | 4 | -2 | 5
CCOC(=O)C1/C(=N\O)CC(C)(O)C(C(=O)OCC)C1c1ccc(OC)c(OC)c1 (stereo not given) | 0.2 | -4 | nt | 1.8 | -4 | nt | nt | 4 | -5 | 18
COc1ccc(NC(=O)C2CCC(C)(C(=O)O)C2(C)C)cc1 (stereo not given) | 0.2 | 2 | -0.5 | -0.8 | 13 | nt | -9 | -3 | 3 | -3
O=C(Nc1cccnc1Cl)c1cc([N+](=O)[O-])ccc1Cl | -0.3 | -2 | i | -2.3 | -9 | -0.1 | -2 | 6 | 6 | -6
COc1ccc(-c2nnc(SCC(=O)OC3CCCCC3)o2)cc1OC | 2.6 | -1 | -3.0 | 1.5 | 3 | nt | -14 | 24 | 3 | 27
COC(=O)c1cc2ccc(OC)cc2c2cc(OC)c(OC)cc12 | 0.1 | -3 | -1.0 | 1.1 | -25 | 3.2 | -13 | -12 | nt | nt
CCCc1nnc(SCC(=O)Nc2ccc(OC)cc2)o1 | -3.1 | 0 | -1.8 | -0.5 | 1 | 5.1 | 7 | -6 | -6 | -3
Cc1nc(N)nc(N)c1-c1ccc(Cl)c(Cl)c1 | 2.1 | 4 | nt | 1.2 | -12 | 0.3 | -5 | -2 | nt | nt
Cc1ccc(S(=O)(=O)N2CCN(C(=O)COC(=O)C3(C)CC3(Cl)Cl)CC2)c(C)c1 (stereo not given) | 0.0 | -7 | i | -0.6 | 11 | 0.7 | -4 | 19 | nt | nt
C1N2CN3CN1CN(C2)C3 | -0.9 | -6 | i | -0.4 | -1 | 0.5 | -9 | -6 | nt | nt
Cc1c(-n2c(-c3ccccc3Cl)n[nH]c2=S)c(=O)n(-c2ccccc2)n1C | -0.4 | -7 | -0.2 | -1.7 | -16 | 0.6 | -7 | 2 | 2 | 7
CCCCCN(C(=O)CCC(=O)OCc1cccc(Br)c1)c1c(N)n(CCCC)c(=O)[nH]c1=O | -1.5 | 0 | i | 4.1 | -1 | 2.6 | -4 | 21 | nt | nt
COc1ccc(NC(=O)c2cc(C3CCCCN3S(=O)(=O)c3cccs3)on2)c(C)c1 (stereo not given) | -0.2 | -4 | -0.1 | nt | 5 | 0.8 | nt | 12 | nt | nt
CC(=O)Nc1cccc(NC(=O)CSc2nccn2Cc2ccc(F)cc2)c1 | 2.0 | -1 | -1.1 | -1.5 | 11 | -3.3 | 8 | -5 | 0 | 6
Cc1ccccc1C(=O)N1CCC(C(=O)Nc2ccc3c(c2)OCCO3)CC1 | 0.3 | 1 | -7.7 | -1.1 | 0 | nt | 12 | 9 | -4 | 8
COC(=O)NC(NS(=O)(=O)c1ccccc1)(C(=O)OC)C(F)(F)F (stereo not given) | ? | 2 | -0.7 | 0.6 | -7 | -0.2 | -17 | -10 | -6 | -7
SMILES | BoNT A protease | Anthrax LF prot | Vc quorum ag | PfHsp40 rescue | CCHF vOTU inh | TcdB inh | SSB-PriA inh | Y pestis TopoI | SARS 3CLpro inh | VHR inh abs
Cc1cccc(C(=O)Nc2ccccc2SCC2CSc3nc4ccccc4c(=O)n32)c1 (stereo not given) | -0.9 | -6 | i | -0.2 | 1 | nt | 19 | 12 | 5 | 34
O=C(c1ccc2oc(CCCc3ccccc3)nc2c1)N1CCCCC1CO (stereo not given) | -1.4 | -4 | nt | -0.9 | 5 | 1.1 | -19 | 16 | 1 | 2
CCS(=O)(=O)N1CCN(c2ccc([N+](=O)[O-])c(N3CCOCC3)c2)CC1 | 0.5 | -2 | -12 | -1.0 | 16 | nt | 9 | -8 | -7 | -6
Cc1cc(S(=O)(=O)NCCCN2CCOCC2)ccc1Br | 1.3 | -2 | i | 16 | 3 | 0.8 | 3 | 2 | nt | nt
O=C(Cn1nnc(-c2ccccc2)n1)NCc1ccc2c(c1)OCO2 | 0.9 | 3 | i | -0.7 | 5 | nt | -8 | -6 | 2 | 14
CNc1cccc(-c2cc(OC)ccc2OC)n1 | -0.4 | 1 | 0.8 | nt | 11 | -2.1 | nt | 7 | nt | nt
O=C(NC1CC2CCCC(C1)N2C(=S)Nc1ccccc1)C1CC1 (stereo not given) | 0.2 | -1 | -0.9 | 0.4 | 9 | 1.5 | -12 | -3 | -5 | 22
Cc1c(Cl)c([N+](=O)[O-])nn1CCCC(=O)NCCc1ccccc1 | -0.3 | -7 | i | -0.7 | -6 | 1.0 | 0 | 0 | 0 | 5
COC(=O)C1=C(C)NC(=O)C1(Nc1nccs1)C(F)(F)F (stereo not given) | 0.2 | -1 | i | 0.7 | 0 | nt | 4 | -2 | -4 | 3
CC(C)(C)c1csc(NC(=O)CSC2=NCCS2)n1 | 3.2 | 2 | -0.3 | -0.9 | 9 | 1.7 | -4 | 11 | -1 | 7
COc1ccc(C2=NCCc3cc(OC)c(OC)cc32)cc1 | -0.3 | 2 | -0.1 | -1.0 | 16 | nt | 11 | -7 | -8 | 4
CCOC(=O)C1=CCN(S(=O)(=O)c2ccc(F)cc2)C1c1cccc(C)c1 (stereo not given) | 0.4 | 0 | nt | nt | 8 | 1.5 | nt | nt | nt | nt
N/C(=N\OC(=O)COc1ccc2ccccc2c1Br)c1cccnc1 | nt | nt | nt | nt | 0 | -1.2 | nt | nt | 2 | 15
O=C(CN1C(=O)NC2(CCCC2)C1=O)Nc1ccccc1F | 0.4 | -1 | -0.4 | 0.7 | -6 | nt | -16 | -10 | -2 | 19
Cc1ccccc1-n1c(C)nnc1SCC(=O)NCC1CCCO1 (stereo not given) | 0.8 | 1 | i | -0.4 | -11 | 0.1 | -3 | 0 | -1 | 25
Cc1nc(Cl)c2oc3ccccc3c2n1 | 0.0 | -2 | -0.2 | -1.7 | -12 | nt | -4 | -8 | 4 | 13
Cc1nn2c(N3CCCC3)cc(C(C)C)nc2c1-c1ccccc1 | -1.2 | 2 | i | -1.2 | 16 | nt | -20 | 12 | 3 | 19
Cc1cc2ccccc2n1CCNC(=O)c1ccc(Br)o1 | 66* | -117 | 0.1 | -0.4 | 2 | 0.0 | 2 | 6 | -1 | 3
COc1ccc(CNC(=O)c2cc(C)nn2-c2ccccc2)cc1 | -1.0 | -4 | i | 0.7 | 3 | 0.4 | -14 | -5 | -3 | -6
COc1cccc(CNc2nc3cc(-c4ccc(OC)cc4C)sc3c(=O)n2C)c1 | 0.3 | 2 | -0.3 | nt | 5 | 0.5 | nt | 14 | nt | nt
CCOc1cccc(NC(=O)CC#N)c1 | 0.5 | 4 | -4.8 | 1.5 | 0 | nt | -11 | -3 | -3 | -4
C=CCC(CC=C)(NC(=O)c1ccccc1C)c1ccccc1 | -0.1 | -2 | i | -1.6 | 23 | nt | -6 | -8 | 2 | 41
CCOC(=O)N1CCC(N2Cc3cccc(C(=O)NCc4ccc(C)cc4)c3C2=O)CC1 | -0.1 | 4 | i | -1.0 | -4 | 0.0 | -3 | 4 | 4 | 8
CNC(=O)NC(=O)C(C)OC(=O)c1ccc(Cl)c(S(=O)(=O)Nc2ccc(F)cc2)c1 (stereo not given) | 0.0 | -4 | -0.3 | 1.6 | 12 | 0.5 | -7 | 1 | 3 | -1
Clc1ccc(Cc2nnc(-c3ccccc3Br)o2)cc1 | -0.3 | -9 | -0.1 | -1.0 | 10 | 0.0 | -22 | 44 | 5 | 0
CC1CCCC(NC(=O)CNCc2ccccc2F)C1C (stereo not given) | 0.9 | -7 | i | -0.9 | -10 | 0.3 | 0 | 6 | 2 | 19
Cc1ccc(NC(=O)C2OCCc3ccccc32)cc1C (stereo not given) | -0.8 | 2 | -0.3 | -0.1 | 11 | 11* | -20 | -5 | 0 | 16
N#Cc1ccc(Sc2nc3ccccc3[nH]2)cc1C#N | 1.4 | -10 | 0.4 | 1.0 | -13 | nt | -2 | -3 | -1 | 8
Cc1cc(-n2c(SCC(=O)Nc3ccc(F)c(F)c3)nc3n[nH]c(C)c3c2=N)ccc1Cl | -1.9 | -6 | 1.9 | 0.3 | -3 | 0.0 | -14 | 6 | 0 | -22
COc1ccc(/C=c2\sc3nc(=O)c(C)nn3c2=O)c(OC)c1 | 0.3 | 1 | -1.7 | 0.5 | 13 | 2.6 | nt | 3 | 4 | 24

By substructure: those above containing a COOH group
SMILES | BoNT A protease | Anthrax LF prot | Vc quorum ag | PfHsp40 rescue | CCHF vOTU inh | TcdB inh | SSB-PriA inh | Y pestis TopoI | SARS 3CLpro inh | VHR inh abs
O=C(O)CN(C1CCCCC1)S(=O)(=O)c1ccc(F)cc1 | -2.6 | -7 | i | -1.9 | 14 | 3.0 | -2 | -2 | 4 | 7
COc1ccc(NC(=O)C2CCC(C)(C(=O)O)C2(C)C)cc1 (stereo not given) | 0.2 | 2 | -0.5 | -0.8 | 13 | nt | -9 | -3 | 3 | -3

2 entries picked at random from those above:
SMILES | BoNT A protease | Anthrax LF prot | Vc quorum ag | PfHsp40 rescue | CCHF vOTU inh | TcdB inh | SSB-PriA inh | Y pestis TopoI | SARS 3CLpro inh | VHR inh abs
CCOC(=O)C1=CCN(S(=O)(=O)c2ccc(F)cc2)C1c1cccc(C)c1 (stereo not given) | 0.4 | 0 | nt | nt | 8 | 1.5 | nt | nt | nt | nt
Cc1c(Cl)c([N+](=O)[O-])nn1CCCC(=O)NCCc1ccccc1 | -0.3 | -7 | i | -0.7 | -6 | 1.0 | 0 | 0 | 0 | 5
